High-throughput results deposited in PubChem BioAssay by NMMLSC.
ABCB1 block: human ABCB1 inhibition, ABCG2 as counter-screen. P08183. CCRF-Adr cells, JC-1 efflux, flow cytometry. inhibition, % at 6.6 µM. 0.067% of 190,000 active; in the data active = inhibition above about 40%;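 note: 0% = vehicle and 100% = reference inhibitor; higher value means more JC-1 retained so stronger ABCB1 efflux block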
RGS7-Gao: human RGS7-Galphao interaction regulation. binding response (% of control), % at 10 µM. 0.35% of 220,000 active. P09471. AID 1439. Multiplexed bead flow cytometry, RGS7-Galphao binding; actives lie on both sides; in the data active = binding response below about 49% or above about 150%; inconclusive = no clear call, values can overlap the other calls; inactive = in between;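 note: fluorescent Galphao held in activated GDP-AlF4 state binding bead-coupled RGS7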
Target sequence (P09471 whole entry, looked up): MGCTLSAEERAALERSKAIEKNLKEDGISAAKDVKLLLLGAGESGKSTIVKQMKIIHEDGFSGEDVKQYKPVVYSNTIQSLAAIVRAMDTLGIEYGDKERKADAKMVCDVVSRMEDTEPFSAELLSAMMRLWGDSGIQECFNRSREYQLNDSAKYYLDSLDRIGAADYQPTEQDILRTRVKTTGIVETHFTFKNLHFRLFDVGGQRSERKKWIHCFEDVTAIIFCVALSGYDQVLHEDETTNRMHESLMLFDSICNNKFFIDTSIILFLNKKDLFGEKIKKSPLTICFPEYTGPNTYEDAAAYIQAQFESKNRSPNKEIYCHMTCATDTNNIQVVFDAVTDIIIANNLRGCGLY
Bcl-W Bim block: human Bim-Bcl-W interaction inhibition. bead-based flow cytometry, Bim peptide-Bcl-W binding. inhibition, % at 10 µM. 0.02% of 190,000 active;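 note: 0% = bound tracer without compound and 100% = peptide blocker; higher means less fluorescent Bim peptide bound to Bcl-W beads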
Target sequence (Q92843 whole entry, looked up): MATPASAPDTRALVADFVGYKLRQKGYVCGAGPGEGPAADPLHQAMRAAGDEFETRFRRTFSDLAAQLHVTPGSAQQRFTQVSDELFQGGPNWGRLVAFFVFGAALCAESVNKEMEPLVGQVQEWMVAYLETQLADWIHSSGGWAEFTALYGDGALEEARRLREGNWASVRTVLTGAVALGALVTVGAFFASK
Bfl-1 Bim block: disrupts Bim binding to human Bfl-1; Bead-based flow cytometry, Bim-Bfl-1 binding inhibition; AID 1008; inhibition, % at 10 µM; Q16548; 0.12% of 190,000 active;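 note: 0% = wells without compound plus tracer and 100% = blocker peptide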
Bim-Bcl-2: inhibitors of Bim-Bcl-2 interaction, human; P10415; Bead-based flow cytometry, Bim peptide-Bcl-2 binding; inhibition, % at 10 µM; 0.06% of 190,000 active; in the data active = inhibition above about 40%; inconclusive = no clear call, values can overlap the other calls;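 note: 0% = no compound wells with probe peptide and 100% = reference peptide inhibitor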
Target sequence (P10415 whole entry, looked up): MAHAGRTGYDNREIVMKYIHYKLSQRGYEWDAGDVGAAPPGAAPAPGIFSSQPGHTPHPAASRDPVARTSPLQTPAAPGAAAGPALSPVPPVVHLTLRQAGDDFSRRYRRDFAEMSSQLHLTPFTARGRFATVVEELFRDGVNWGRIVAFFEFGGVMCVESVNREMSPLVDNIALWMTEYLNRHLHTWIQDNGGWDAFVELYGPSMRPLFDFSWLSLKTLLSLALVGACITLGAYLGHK
GSH fluor: GSH bead compound fluorescence profile. 0.25% of 190,000 active. fluorescence (KMESF) at 10 µM. GSH beads flow cytometry, compound fluorescence 488/530 nm; stronger effect = higher value. AID 1776; in the data active = fluorescence above about 89;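 note: glutathione beads carrying GST-tagged Bcl family fusion proteins plus one bare bead set; values are compound well signal with DMSO vehicle wells as background; inactives centre near 16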
ABCG2 block: inhibitors of human ABCG2 transporter, ABCB1 counter-screen | Q9UNQ0 | IgMXP3 cells, JC-1 efflux, flow cytometry | inhibition, % at 6.6 µM | 0.1% of 190,000 active;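 active = inhibition above 80%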;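 note: 0% = DMSO and 100% = nicardipine control wells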
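Measure – % inhibition of efflux relative to nicardipine and DMSO · Test system – ABCG2 IgMXP3 and barcoded ABCB1 CCRF-Adr cell mix · Control set – nicardipine as high control, DMSO as low control · Compound – one concentration, 6.6 µM final · Signal – flow cytometry of retained JC-1 fluorescence · Timing – 10 min exposure at 25 °C with rotation, no wash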
Bim-Bcl-XL: inhibitors of Bim-Bcl-XL interaction, human; 0.04% of 190,000 active; inhibition, % at 10 µM; Bim peptide-Bcl-XL binding, bead flow cytometry, fluorescence; Q07817; AID 1007
RGS8-Gao reg: human RGS8-Galphao interaction regulation; multiplexed bead flow cytometry, RGS8-Galphao binding; actives lie on both sides; response (percent of control binding), % at 10 µM; 0.34% of 220,000 active; in the data active = response below about 60% or above about 140%; inactive = in between;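 note: Galphao activated as the GDP aluminium fluoride complex binding bead-coupled RGS8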
RGS4-Gao reg: modulates binding of RGS4 to human Galphao. P09471. Multiplexed bead flow cytometry; actives lie on both sides. binding response (% of control), % at 10 µM. 0.33% of 220,000 active. AID 1415; in the data active = binding response below about 49% or above about 150%; inactive = in between;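 note: fluorescent Galphao activated with aluminum fluoride binding bead-coupled RGS4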
Bim-Bcl-B: inhibitors of Bim-Bcl-B interaction, human. bead-based flow cytometry, Bim peptide-Bcl-B binding. Q9HD36. 0.073% of 190,000 active. inhibition, % at 10 µM;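 note: 0% = tracer peptide without compound and 100% = reference inhibitor peptide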
Target sequence (Q9HD36 whole entry, looked up): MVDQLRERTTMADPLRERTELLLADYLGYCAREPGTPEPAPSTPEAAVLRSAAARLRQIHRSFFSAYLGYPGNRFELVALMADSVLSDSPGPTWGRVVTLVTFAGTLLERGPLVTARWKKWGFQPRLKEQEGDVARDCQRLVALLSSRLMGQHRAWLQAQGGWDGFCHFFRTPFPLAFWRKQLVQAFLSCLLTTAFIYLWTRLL
* hit, by the source's call; ? = inconclusive; . = no result given. Cut-off read from the data, not from the text of the source, unless noted: active = inhibition above about 40%.

SMILES	ABCB1 block	RGS7-Gao	Bcl-W Bim block	Bfl-1 Bim block	Bim-Bcl-2	GSH fluor	ABCG2 block	Bim-Bcl-XL	RGS8-Gao reg	RGS4-Gao reg	Bim-Bcl-B
COc1ccc2c(c1)-c1nc(NC(=O)c3ccco3)sc1CC2	1.0	103	2	5	1	22	24	4	111	102	1
CC1CCC(NC(=O)C2c3ccccc3C(=O)N2Cc2ccc3c(c2)OCO3)CC1 (configuration not stated)	2.5	?	2	-2	0	13	9	-1	103	106	-2
COc1ccccc1OCCSc1nnc(C)n1-c1ccccc1	0.6	95	-3	-8	-6	37	0	0	103	101	-13
Cc1ccc(C2CC(=O)c3cnn(-c4nc(C)cc(C)n4)c3C2)cc1 (configuration not stated)	1.4	105	-1	1	3	14	9	4	105	105	0
O=C(Nc1cccc(Br)c1)c1ccc(Cl)c(S(=O)(=O)N2CCOCC2)c1	0.8	105	-2	-1	4	15	3	-4	97	100	-2
Cc1cc(C(=O)Cn2nnc(-c3ccc(Cl)cc3)n2)c(C)n1-c1ccccc1	16	103	-1	0	-3	9	23	-5	101	101	-9
O=C(CSc1nnc(-c2ccccc2Br)o1)Nc1nncs1	0.5	97	0	-3	0	17	3	0	98	99	0
CCOC(=O)N1CCN(Cc2nc3ccc([N+](=O)[O-])cc3c(=O)n2-c2cccc(OC)c2)CC1	12	?	-2	-8	-4	10	21	-5	97	96	-5
COc1ccc(/C(C)=N/NC(=O)c2sccc2-n2cccc2)cc1	0.6	?	1	-2	0	11	4	-2	97	98	-4
COc1cc(C(=O)NCC(=O)n2nc(C)cc2C)cc(OC)c1OC	0.2	102	1	-2	4	5	1	-3	98	98	0
COc1cc(/C=C/[N+](=O)[O-])ccc1OCc1cccc(C(=O)O)c1	0.5	93	0	-4	4	19	12	-5	94	100	-4
CC1(C)Oc2ccc(C(=O)N3CCc4ccccc43)cc2N(CC(=O)N2CCCC2)C1=O	2.3	97	-2	-2	0	7	6	-1	101	95	-1
Cc1cccc2c1N(CCCOc1ccccc1)C(=O)C2=O	0.6	98	-1	4	-2	36	12	0	97	98	0
COc1ccc(-c2nc(CN3CCN(c4cc(C)nc(C)c4)CC3)c(C)o2)c2ccccc12	0.3	95	-3	-6	-3	11	14	-6	103	104	-6
COc1ccc(-c2nn(-c3ccccc3)cc2/C=C/C(=O)N2CCOCC2)cc1OC	3.7	?	0	-1	2	15	10	-1	101	100	-5
C=CCN(CC=C)C(=O)c1c(OC)cccc1OC	1.3	96	-1	0	0	24	3	-1	83	90	-4
Cc1cc(=O)[nH]c(SCn2nnc3ccccc3c2=O)n1	1.8	30*	-2	-13	-11	24	12	-8	36*	36*	-7
CCOC(=O)c1c2n(c3ccc(O)cc13)CCC2	-0.1	97	1	3	5	18	1	-1	99	101	-4
CCOC(=O)C1(Cc2cccc(OC)c2)CCN(CCO)CC1	-0.1	88	-5	-2	-5	15	2	-5	95	88	-8
O=S1(=O)NC(=NCCOCCO)c2ccccc21	0.8	112	0	-4	-2	10	4	-1	102	102	-1
CC(=O)c1ccc(NC(=S)N2CCN(C(=S)Nc3ccc(C(C)=O)cc3)C(C)C2)cc1 (configuration not stated)	-0.2	101	0	-1	-4	21	1	-3	104	103	-13
O=C(C1CCC1)N1CCc2cc(S(=O)(=O)Nc3ccc4c(c3)OCCO4)ccc21	0.7	100	3	-11	-10	14	3	-2	99	101	-6
Cc1cc(C(=O)N2CCc3ccccc32)c2ccccc2n1	0.6	94	5	-9	-4	33	1	-3	102	100	-8
CC(C)COC(=O)c1ccccc1OC(=O)c1ccncc1	0.5	102	-2	-6	-3	15	2	-1	101	102	-4
Cc1[nH]c(=O)[nH]c(=O)c1N(C)C	-0.3	102	-1	-1	-2	8	3	0	105	104	-3
COC(=O)C1=NN(C(=O)c2cccc(Cl)c2)C(O)(C(C)(C)C)C1 (configuration not stated)	-0.9	102	0	0	0	7	-4	-3	101	104	-1
Cc1ccc(/C=N/NC(=O)CSc2nc3ccccc3c(=O)n2-c2ccccc2C)s1	1.0	99	-8	-11	-3	14	2	-12	98	100	-10
CCn1c(=O)c2c(nc3n2CCS3)n(C)c1=O	1.1	101	-1	-17	-10	37	8	-5	101	103	-12
COc1ccc(NS(=O)(=O)c2ccc(-n3nnc4ccccc43)c([N+](=O)[O-])c2)cc1	1.2	102	0	0	-2	10	4	1	101	108	1
Cc1cc(=O)oc(C)c1C(=O)OCC(=O)c1ccc(Br)cc1	0.1	98	-2	-3	-4	29	6	-4	97	101	-5

Some of these compounds in order of molar mass, ascending:
SMILES	ABCB1 block	RGS7-Gao	Bcl-W Bim block	Bfl-1 Bim block	Bim-Bcl-2	GSH fluor	ABCG2 block	Bim-Bcl-XL	RGS8-Gao reg	RGS4-Gao reg	Bim-Bcl-B
Cc1cc(C(=O)N2CCc3ccccc32)c2ccccc2n1	0.6	94	5	-9	-4	33	1	-3	102	100	-8
Cc1cc(=O)oc(C)c1C(=O)OCC(=O)c1ccc(Br)cc1	0.1	98	-2	-3	-4	29	6	-4	97	101	-5
O=C(C1CCC1)N1CCc2cc(S(=O)(=O)Nc3ccc4c(c3)OCCO4)ccc21	0.7	100	3	-11	-10	14	3	-2	99	101	-6
COc1ccc(NS(=O)(=O)c2ccc(-n3nnc4ccccc43)c([N+](=O)[O-])c2)cc1	1.2	102	0	0	-2	10	4	1	101	108	1
CC(=O)c1ccc(NC(=S)N2CCN(C(=S)Nc3ccc(C(C)=O)cc3)C(C)C2)cc1 (configuration not stated)	-0.2	101	0	-1	-4	21	1	-3	104	103	-13

Continuation.
SMILES	ABCB1 block	RGS7-Gao	Bcl-W Bim block	Bfl-1 Bim block	Bim-Bcl-2	GSH fluor	ABCG2 block	Bim-Bcl-XL	RGS8-Gao reg	RGS4-Gao reg	Bim-Bcl-B
CN(C)C(=O)NC(O)C(Cl)Cl (configuration not stated)	0.3	95	-4	-2	-2	11	1	-2	91	86	-1
Cc1cc(C)nc(-n2nc(C)cc2Nc2ccccc2)n1	0.7	99	6	7	5	42	12	0	99	103	7
COc1cccc(-n2c(C)nc3c(cnn3-c3ccc(C)cc3)c2=O)c1	1.2	98	6	-13	-9	47	8	-1	99	98	-7
COc1cc(C(=O)NC2CCCNC2)cc(OC)c1OC (configuration not stated)	.	102	-1	0	1	67	2	1	100	100	0
COc1ccccc1C(=O)Nc1nnc(-c2ccc3c(c2)CCCC3)o1	0.3	122	4	-9	-2	26	4	-1	98	101	-5
Cn1c(=O)c2cc(S(=O)(=O)NCCC(=O)Nc3ccccc3F)ccc2n(C)c1=O	0.4	99	-1	0	-2	25	2	0	100	101	0
O=C(CCN1C(=O)c2ccccc2C1=O)Nc1ccc(F)cc1	0.5	96	-1	-16	-17	8	4	-5	102	99	-13
COc1ccccc1NC(=O)CC1Nc2ccccc2NC1=O (configuration not stated)	0.5	97	1	-7	-5	25	9	-2	95	87	-8
Cc1onc(-c2ccccc2)c1C(=O)NC(CC(=O)O)c1ccc(OC(C)C)cc1 (configuration not stated)	1.2	112	-1	0	0	16	4	-2	103	100	0
O=C(O)CC/C(=C\c1cccc(NC(=O)c2ccccc2Cl)c1)c1nc2ccccc2s1	-0.4	96	-3	-7	-1	13	-1	0	97	97	0
COCCNC(=O)C(OC(=O)C1=Cc2ccccc2OC1)C(C)C (configuration not stated)	0.2	102	-2	-9	0	13	0	-3	101	103	-6
Cc1nc2ccccc2c(=O)n1NC(=O)c1ccccc1[N+](=O)[O-]	0.4	114	2	0	6	22	1	1	104	102	3
Cc1cccc(Nc2nc(N)nc(CN3CCN(c4ccc(F)cc4)CC3)n2)c1	0.6	88	-3	0	-1	20	2	-1	95	93	2
CC(=O)Nc1ccc(S(=O)(=O)Nc2nc3ccc([N+](=O)[O-])cc3s2)cc1	1.0	98	0	-2	-1	15	4	-4	101	104	-4
CCC(C)(C)NC(=O)CN(C(=O)c1snc(C(N)=O)c1N)c1ccc2nc(C)sc2c1	2.9	108	-1	-4	0	11	1	1	103	105	0
COc1ccc(/C=C/C(=O)c2nc3ccccc3n2CC(=O)c2ccc(OC)cc2)cc1	3.2	106	-1	-15	-8	31	27	-1	102	104	-12
O=C1C2C3C=CC(C3)C2C(=O)N1c1cccnc1 (configuration not stated)	0.0	97	-4	0	-2	16	0	-1	90	91	0
CC1(C)S[C@@H]2[C@H](NC(=O)[C@H](N)c3ccc(O)cc3)C(=O)N2[C@H]1C(=O)O	0.3	102	0	0	0	21	0	2	116	100	-1
Cc1nn(C(C)c2n[nH]c(=S)n2-c2cccc(Cl)c2)c(C)c1[N+](=O)[O-] (configuration not stated)	0.2	107	-6	4	-6	63	1	-9	102	102	-21
C#CCOCCOCCOCCNc1nc(N2CCN(C(=O)[C@H](Cc3ccc(O)cc3)n3cc([C@@H](N)CC(C)C)nn3)CC2)nc(N2CCN(C(=O)[C@H](Cc3cc4ccccc4[nH]3)n3cc([C@@H](N)CC(C)C)nn3)CC2)n1	0.1	109	-1	-4	-2	18	1	-5	106	102	-7
Cc1ccc(NC(=O)c2nnn(-c3cccc(C(F)(F)F)c3)c2N)cc1	-0.3	102	0	-2	0	18	6	0	100	104	-1
O=C(Cc1ccccc1)NN1C(=O)c2ccccc2C1=O	0.3	100	3	4	2	13	7	3	88	96	5
O=C(NC1CCCC1)C(c1cccs1)N(Cc1ccco1)C(=O)c1csnn1 (configuration not stated)	0.0	96	3	0	0	9	0	1	103	101	1
O=c1c2cc(N3CCOCC3)ccc2[nH]c(=S)n1CCCN1CCN(c2ccccc2F)CC1	53*	109	-7	-6	-2	21	33	-5	112	107	-5
O/N=C(\c1ccccn1)C1CC1c1ccccc1 (configuration not stated)	-0.2	121	-4	-6	-3	14	1	-3	100	107	-5
Cc1nn(Cc2ccccc2)c(Cl)c1C(=O)OCc1nnc(-c2ccc(Cl)cc2)o1	0.2	100	5	4	4	14	2	2	102	105	5
Cc1ccc(Cn2nnc3c(=O)n(CC(=O)NCC4CCCO4)cnc32)cc1 (configuration not stated)	0.1	104	-5	-1	-5	12	1	-7	101	102	-6
CCOc1cnc(-c2c(-c3ccccc3Cl)noc2C)o1	0.1	97	-1	-4	2	16	1	0	101	96	-1
COc1ccc(NC(=O)Cn2nnc(C(=O)NCc3ccccc3)c2N)cc1Cl	-0.1	100	-1	-15	-4	31	-1	-7	102	106	-6
COc1cccc(C(=O)NC(C)c2ccc(Br)cc2)c1 (configuration not stated)	0.6	97	-2	0	-2	6	12	-7	94	97	-4
COc1ccc(C(=O)N/N=C/c2cccc3cccnc23)cc1	-0.1	102	0	1	-2	8	1	0	100	98	-2
CCCN1CCN(CCCNC(=O)Cn2nc(-c3ccccc3)ccc2=O)CC1	0.4	101	0	-5	-4	11	2	-1	101	105	-9
CCOc1cc(C2C(C#N)=C(N)OC(C)=C2C(C)=O)cc(Br)c1O (configuration not stated)	-0.6	108	0	0	3	32	-2	4	100	146	1
CC(=O)Nc1ccc(C(=O)CS(=O)(=O)c2ccc(C)cc2)cc1	-0.1	101	-3	0	0	20	0	0	102	100	1
CCOc1ccc(-n2c(SCc3ccc([N+](=O)[O-])cc3)nnc2-c2ccccc2)cc1	5.9	99	-4	-2	-9	9	35	-3	99	99	-8
O=C1OC(C(=O)Nc2nccs2)Cc2ccccc21 (configuration not stated)	0.2	102	0	0	7	68	1	4	98	102	1
